Compound activity as filed in PubChem.
ARFGAP1 inhibitor – rat ARFGAP1 inhibition; Arfgap1-stimulated ARF1 GTP hydrolysis, GDP FP detection; inhibition, % at 16.5 µM; 360,000 compounds, 0.26% hits; AID 651572;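 active = inhibition above a per-plate limit, mean inhibition of low control wells plus 3 SD, cut at about 25% in these data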;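 also: 0% = DMSO wells with enzyme and 100% = wells lacking Arfgap1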
Target sequence (Q62848 1-136 limits assumed): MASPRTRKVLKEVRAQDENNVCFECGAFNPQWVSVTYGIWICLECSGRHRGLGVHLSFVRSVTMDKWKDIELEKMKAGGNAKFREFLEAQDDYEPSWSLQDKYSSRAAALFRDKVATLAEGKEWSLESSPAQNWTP
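Replicates: Single well per compound | Assay system: Truncated rat Arfgap1 GAP domain | Control set: No-Arfgap1 wells (100%) versus DMSO full-reaction wells (0%) | Times: Enzyme reaction 120 min at 25 °C after 20 min preincubation | Reagent: Human ARF1(Δ1-17)-GTP substrate | Measured by: Tracer-displacement fluorescence polarization with EDTA stop, 620/688 nm | Measure: Percent inhibition of Arfgap1-stimulated GTP hydrolysis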
ASAP1 GAP inh – blocks human ASAP1-stimulated Arf1 GTP hydrolysis. 360,000 compounds, 0.19% hits. AID 624377. GDP FP detection. Q9ULH1. inhibition, % at 16.5 µM; in the data active = inhibition above about 25%;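 also: 0% = vehicle with enzyme and substrate and 100% = no enzyme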
Target sequence (Q9ULH1 325-724 limits assumed): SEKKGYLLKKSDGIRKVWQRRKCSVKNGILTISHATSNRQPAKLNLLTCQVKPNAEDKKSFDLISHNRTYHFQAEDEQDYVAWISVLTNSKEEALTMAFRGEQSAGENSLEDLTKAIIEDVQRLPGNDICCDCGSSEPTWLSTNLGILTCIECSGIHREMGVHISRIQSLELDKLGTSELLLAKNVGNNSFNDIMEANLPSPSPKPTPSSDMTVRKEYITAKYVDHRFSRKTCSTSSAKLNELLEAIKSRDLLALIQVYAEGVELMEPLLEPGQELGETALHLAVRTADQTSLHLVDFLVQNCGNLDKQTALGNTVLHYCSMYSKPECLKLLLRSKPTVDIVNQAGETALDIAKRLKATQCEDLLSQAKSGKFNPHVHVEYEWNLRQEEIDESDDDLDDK
ADAM17 inh – inhibits human ADAM17. 370,000 compounds, 0.83% hits. AID 720648. inhibition, % at 6.95 µM. recombinant ADAM17, EDANS/DABCYL FRET peptide cleavage;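 active = inhibition above the mean of compounds lying between control limits plus 3 SD, set per campaign, cut at about 8.5% in these data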;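 also: 0% = DMSO-only wells as the low control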
DDE Tn7 FP inh – disrupts Tn7 cyclic peptide binding to fibrin D-Dimer-E complex. FP displacement of FITC-Tn7 peptide from fibrin DD(E); 0% = median of compound wells per plate. inhibition, % at 8.3 µM. AID 720508. 370,000 compounds, 0.13% hits. P02675;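 active = inhibition above the mean of compounds falling within the control limits plus 3 SD of them, cut at about 14% in these data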;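 also: 0% = plate median of compound wells and 100% = 10 µM Aha-Tn7 peptide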
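Test system: human clot-derived fibrin DD(E) complex / Quantity: 2 µM final DD(E) protein / Incubation: 10 min plus 3 h, room temperature / Measured by: fluorescence polarization / Benchmarks: high control of 10 µM Aha-Tn7 peptide / Replicates: singlicate testing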
ADAM10 inh – ADAM10 inhibition, QFRET primary screen. O14672. inhibition, % at 7 µM. 370,000 compounds, 0.62% hits. recombinant ADAM10, EDANS/DABCYL FRET peptide cleavage, 3 h;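 active = inhibition above a per-campaign cutoff equal to the mean of compounds falling between control-based bounds plus 3 SD, cut at about 20% in these data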;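 also: 0% = DMSO wells while the 100% control is not disclosed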
TDP2 inh – blocks human TDP2 phosphodiesterase activity | O95551 | recombinant TDP2, T5PNP hydrolysis, p-nitrophenol absorbance 415 nm | inhibition, % at 12.8 µM | 370,000 compounds, 0.34% hits | AID 720702;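 active = inhibition above the mean of all tested compounds plus 3 SD, set per campaign, cut at about 25% in these data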;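 also: 0% = DMSO with enzyme and 100% = buffer with substrate but no TDP2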
Target sequence (O95551 whole entry, looked up): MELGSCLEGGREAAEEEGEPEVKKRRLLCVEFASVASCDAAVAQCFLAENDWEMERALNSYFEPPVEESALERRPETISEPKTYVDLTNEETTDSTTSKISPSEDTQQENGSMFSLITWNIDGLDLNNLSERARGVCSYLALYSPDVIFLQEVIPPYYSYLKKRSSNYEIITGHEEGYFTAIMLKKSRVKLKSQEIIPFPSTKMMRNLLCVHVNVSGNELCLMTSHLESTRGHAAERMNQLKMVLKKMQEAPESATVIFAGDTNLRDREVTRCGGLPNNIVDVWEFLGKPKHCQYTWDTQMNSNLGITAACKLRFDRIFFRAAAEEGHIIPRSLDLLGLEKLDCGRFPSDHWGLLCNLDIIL
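System: recombinant human TDP2 / Amount: 120 nM TDP2 per well / Also added: 5 mM T5PNP chromogenic substrate / Doses: 12.8 µM single point, 1% DMSO / Incubation: 2 h at 37 °C / Detection: p-Nitrophenol epi absorbance / Evaluation: % inhibition relative to enzyme-containing and enzyme-free wells / Repeats: singlicate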
Tn6 DDE FP – inhibitors of Tn6 peptide binding to human fibrin DD(E); Fibrin DD(E) TRITC-Tn6 fluorescence polarization displacement; inhibition, % at 8.3 µM; 370,000 compounds, 0.21% hits; AID 720509;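 active = inhibition above a per-campaign cutoff: mean of compounds within control limits plus 3 SD, cut at about 15% in these data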;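 also: 0% = median of all compound wells on the plate and 100% = blocking peptide control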
PLC-gamma1 inh – blocks human PLC-gamma1 enzyme activity. P19174. purified PLC-gamma1, fluorogenic substrate, fluorescence. inhibition, % at 12.2 µM. 370,000 compounds, 0.84% hits. AID 720700; in the data active = inhibition above about 9.5%
SIAE primary – blocks human sialic acid acetylesterase; 370,000 compounds, 0.69% hits; inhibition, % at 9.66 µM; AID 1053197; SIAE FP-Rh probe binding, fluorescence polarization;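 active = inhibition above a cutoff: mean of compounds within the control limits plus 3 SD of those, cut at about 17% in these data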;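 also: 0% = plate median of compound wells and 100% = probe without SIAE protein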
PLCb3 inh – blocks human PLC-beta3 enzyme activity; Q01970; Purified PLC-beta3, fluorogenic substrate, fluorescence; inhibition, % at 12.2 µM; 370,000 compounds, 0.18% hits; in the data active = inhibition above about 11%;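 also: 0% = median of compound wells on plate and 100% = full blocker control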
Active calls of the source: *; i = inactive.

SMILES	ARFGAP1 inhibitor	ASAP1 GAP inh	ADAM17 inh	DDE Tn7 FP inh	ADAM10 inh	TDP2 inh	Tn6 DDE FP	PLC-gamma1 inh	SIAE primary	PLCb3 inh
CC(=O)Nc1ccc(S(=O)(=O)N2CCN(C34CC5CC(CC(C5)C3)C4)CC2)cc1	5	1	-6	4	-5	10	-4	-2	0	-2
COCCN1Cc2cccc(C(=O)Nc3ccc(S(=O)(=O)N4CCCCCC4)cc3)c2C1=O	-6	5	-5	-5	-6	6	-2	2	11	-8
CC1CCCC(C)N1C(=O)COC(=O)Cn1cnc2c1c(=O)n(C)c(=O)n2C (stereo not drawn)	-4	-1	-2	-5	-5	-4	2	2	2	-3
C[C@@H]1CN[C@H](CCO)/C1=C\c1ccccc1	5	1	-3	0	-11	-3	7	-1	4	3
Cc1nc(CSc2nnc3scc(-c4ccccc4)n23)cs1	-8	-6	-5	11	-8	2	4	-1	-2	4
O=C(C1=C(O)C(=O)N(Cc2ccco2)C1c1ccccc1)c1cccs1 (stereo not drawn)	-5	-7	-1	1	3	9	0	-11	0	-13
CCc1ccc(NC(=O)c2cnc(N3CCN(c4ccccn4)CC3)c3ccccc23)cc1	-3	-7	0	1	-2	-12	2	-10	7	-13
COc1ccc(NCC(=O)Nc2cc(S(=O)(=O)N3CCOCC3)ccc2N2CCOCC2)c(OC)c1	10	1	-4	-5	0	13	2	-1	3	-4
COc1cc(NC(=O)c2cccc([N+](=O)[O-])c2C)ccc1NC(=O)c1ccco1	-1	16	2	0	5	0	0	2	-16	3
O=c1[nH]c(=O)n(Cc2ccccc2)c2nc(-c3ccco3)cc(C(F)(F)F)c12	0	-1	-123	4	-361	3	2	-53	1	-57
CCCCSc1nnc2nc(C)cc(C)n12	-1	11	0	2	3	8	0	0	0	4
COc1ccc(-c2nnco2)cc1OC	3	-5	1	-5	-1	3	0	-2	-2	4
CC1(c2nnnn2Cc2ccccc2)CCC(=O)N1CCc1ccccc1F (stereo not drawn)	12	-8	-5	3	-5	-11	-1	5	3	-4
CC1CN(c2ccc(Cl)nn2)CC(C)O1 (stereo not drawn)	10	9	-5	-4	-5	-4	-6	-2	-4	-5
COc1cc(/C=C/C(=O)OCC(=O)c2ccc3c(c2)NC(=O)CO3)ccc1OC(F)F	5	-13	0	-5	-10	-17	-3	1	2	0
COc1cc(CNCCO)ccc1OC1CCCC1	-2	-3	-5	0	-1	3	-10	2	-2	-3
OC(c1cc(-c2ccc(C(F)(F)F)cc2)nc(C(F)(F)F)c1)C1CCCCN1 (stereo not drawn)	4	11	1	-6	5	-9	-2	8	0	8
O=[N+]([O-])c1ccccc1/C=N/NC1=NCCCCC1	-10	-17	-3	1	1	3	-9	4	4	-1
COc1ccccc1CN(CC(=O)NCc1ccco1)C(=O)CNS(=O)(=O)c1ccc(C)cc1	10	3	-5	0	1	-9	-8	-1	-2	-1
Cc1nc2ccccn2c1C(=O)N=Nc1c(O)[nH]c2ccccc12	-4	1	-5	5	-5	-8	-14	2	-6	6
CC(C)n1cc(NC(=O)C2CC(c3cccc(Br)c3)=NO2)cn1 (stereo not drawn)	-3	-2	9.0*	9	13	-6	6	0	-2	-10
COc1ccc(-c2nc3n(c(=O)c2C#N)CCS3)c(OC)c1	8	1	-72	3	-135	-15	-10	i	8	i
Cc1ccc2cc(/C=N/NC(=O)c3ccccc3[N+](=O)[O-])c(Cl)nc2c1	5	-9	0	-2	2	9	-8	0	-3	-3
CCOC(=O)c1sc(NC(=O)C2C3C=CC(C3)C2C(=O)O)nc1C (stereo not drawn)	-2	7	-5	-1	-6	-2	-2	-1	5	0
CCOc1ccc(C(=O)NCc2cccnc2)cc1[N+](=O)[O-]	8	-7	-1	2	-4	-6	10	2	2	4
O=[N+]([O-])c1ccc(N2N=C(c3ccccc3)CC2c2ccccc2O)cc1 (stereo not drawn)	0	-5	8	-1	19	-19	2	-201	-22	-290
O=c1nccc(Nc2ccccc2)[nH]1	14	-10	-5	-1	0	13	6	0	-9	-3
COc1ccc(-c2nn(CC(=O)NCCc3ccccc3)c(=S)n2C)cc1	5	-6	5	-7	-8	-3	-2	5	5	-1
O=C(CSc1nnc(Cc2ccccc2)n1-c1ccccc1)N1CCOCC1	9	9	0	3	0	0	0	-2	2	-2
CCCCS(=O)(=O)N1CCN(S(=O)(=O)c2ccc(Cl)s2)CC1	12	-1	-6	-7	-6	8	-3	-2	-4	-6
CCOC(=O)C1(CCOc2ccccc2)CCN(Cc2ccc(OC)c(O)c2)CC1	-6	-8	8	1	14	-24	-6	10*	1	9
O=c1c(Cl)c(NCCO)ncn1-c1ccccc1	5	21	1	-6	-5	-10	-1	-1	-4	-1
COCCN(C(=O)C1CCN(C(=O)c2ccccc2C)CC1)c1c(N)n(CC(C)C)c(=O)[nH]c1=O	5	10	-4	4	-20	-1	1	-2	15	-10
COC(C(=O)Nc1ccc(C(C)=O)cc1)c1ccccc1 (stereo not drawn)	-3	8	-3	1	1	9	-7	5	6	4
COc1ccc2cc(-c3[nH]ncc3CN3CCCCO3)ccc2c1	-12	3	-1	-3	-6	2	2	-3	-1	-7
CCc1cccc(CC)c1NC(=O)COC(=O)c1cccc(-c2ccc(OC(C)=O)cc2)c1	8	5	0	9	3	9	4	-2	-5	3
Cc1ccc(N2C(=O)SC(N(CC(=O)O)c3ccc(C)cc3)C2=O)cc1 (stereo not drawn)	2	-8	2	2	-5	-1	5	1	6	2
CO/N=C/c1cccn1-c1nccc(OC)c1C#N	31*	-1	-3	-2	-11	-1	-3	-2	1	-3
CC1=C(C(=O)Nc2cccc(C(=O)NC3CCCCC3C)c2)SCCO1 (stereo not drawn)	-12	3	-4	-4	5	-7	1	5	-2	-2
Cc1ccc(CNC(=O)CN(C)S(=O)(=O)c2cccs2)cc1	-3	-11	-1	0	-1	-2	5	1	3	1
O=[N+]([O-])c1ccc(Oc2cccc(Br)c2)c2ccncc12	-10	-7	-3	7	3	-6	1	-9	4	-4
NS(=O)(=O)c1ccc(CCNC(=O)/C=C/c2ccc([N+](=O)[O-])cc2)cc1	6	-6	0	7	2	-2	0	2	4	4
O=C(Nc1ccc(NC(=O)c2ccncc2)cc1)c1ccncc1	2	0	-2	-1	1	12	8	2	3	-1
O=C(Cn1cnc2cc([N+](=O)[O-])ccc2c1=O)NCCc1ccc(Cl)cc1	-10	3	-3	-4	-11	3	7	-13	3	-23
CCNC(=O)N(C)c1c(CC)nc2ccc(C(=O)N3CCN(C(C)=O)CC3)cn12	-8	-3	-2	6	-2	3	0	-2	1	-3
O=C(Nc1ccc(S(=O)(=O)N2CCCCC2)cc1)C1CC(=O)N(Cc2ccccc2)C1 (stereo not drawn)	-10	11	-4	0	-2	1	-1	3	-4	-6
CCN(Cc1cnn(C)c1)C(=O)C1CCC(=O)N(CCc2ccc(OC)cc2)C1 (stereo not drawn)	0	14	-2	1	5	-4	-3	4	5	-1
CC1CC(N(C(=O)c2ccco2)c2ccccc2)c2ccccc2N1C(=O)c1ccco1 (stereo not drawn)	-1	-22	1	7	7	2	9	0	-3	1
Cc1c(C(=O)N(C)CCCCN2CCOCC2)oc2c(F)cccc12	-3	-2	-2	-1	-6	10	4	0	-6	-2
CSc1nnc(-c2ccc(NC(=O)CCc3ccccc3)cc2)n1C	16	-17	-5	12	-2	7	-2	0	3	-1
COc1ccc(N2C(N)=C(C#N)C(c3cccnc3)C3=C2CC(C)(C)CC3=O)cc1 (stereo not drawn)	5	7	0	-4	-9	8	-5	-7	-1	-10

14 consecutive compounds out of the list so far, quoted:
SMILES	ARFGAP1 inhibitor	ASAP1 GAP inh	ADAM17 inh	DDE Tn7 FP inh	ADAM10 inh	TDP2 inh	Tn6 DDE FP	PLC-gamma1 inh	SIAE primary	PLCb3 inh
Cc1ccc(N2C(=O)SC(N(CC(=O)O)c3ccc(C)cc3)C2=O)cc1 (stereo not drawn)	2	-8	2	2	-5	-1	5	1	6	2
CO/N=C/c1cccn1-c1nccc(OC)c1C#N	31*	-1	-3	-2	-11	-1	-3	-2	1	-3
CC1=C(C(=O)Nc2cccc(C(=O)NC3CCCCC3C)c2)SCCO1 (stereo not drawn)	-12	3	-4	-4	5	-7	1	5	-2	-2
Cc1ccc(CNC(=O)CN(C)S(=O)(=O)c2cccs2)cc1	-3	-11	-1	0	-1	-2	5	1	3	1
O=[N+]([O-])c1ccc(Oc2cccc(Br)c2)c2ccncc12	-10	-7	-3	7	3	-6	1	-9	4	-4
NS(=O)(=O)c1ccc(CCNC(=O)/C=C/c2ccc([N+](=O)[O-])cc2)cc1	6	-6	0	7	2	-2	0	2	4	4
O=C(Nc1ccc(NC(=O)c2ccncc2)cc1)c1ccncc1	2	0	-2	-1	1	12	8	2	3	-1
O=C(Cn1cnc2cc([N+](=O)[O-])ccc2c1=O)NCCc1ccc(Cl)cc1	-10	3	-3	-4	-11	3	7	-13	3	-23
CCNC(=O)N(C)c1c(CC)nc2ccc(C(=O)N3CCN(C(C)=O)CC3)cn12	-8	-3	-2	6	-2	3	0	-2	1	-3
O=C(Nc1ccc(S(=O)(=O)N2CCCCC2)cc1)C1CC(=O)N(Cc2ccccc2)C1 (stereo not drawn)	-10	11	-4	0	-2	1	-1	3	-4	-6
CCN(Cc1cnn(C)c1)C(=O)C1CCC(=O)N(CCc2ccc(OC)cc2)C1 (stereo not drawn)	0	14	-2	1	5	-4	-3	4	5	-1
CC1CC(N(C(=O)c2ccco2)c2ccccc2)c2ccccc2N1C(=O)c1ccco1 (stereo not drawn)	-1	-22	1	7	7	2	9	0	-3	1
Cc1c(C(=O)N(C)CCCCN2CCOCC2)oc2c(F)cccc12	-3	-2	-2	-1	-6	10	4	0	-6	-2
CSc1nnc(-c2ccc(NC(=O)CCc3ccccc3)cc2)n1C	16	-17	-5	12	-2	7	-2	0	3	-1
